NCI-60 one-dose screen, 48 h, at 10 µM unless noted. Numbers give growth in % (100 = growth as untreated, 0 = no growth, -100 = all killed).
HOP-92: HOP-92 NSCLC cells. actives 6.3% (n = 71,000). AID 1794738
M14: M14 melanoma | AID 1794745 | actives 6.2% (n = 80,000)
HOP-62: HOP-62 NSCLC. actives 3.9% (n = 80,000)
EKVX: EKVX NSCLC; actives 3% (n = 71,000); AID 1794765
CCRF-CEM: CCRF-CEM leukemia. AID 1794778. actives 7% (n = 77,000)
UACC-62: UACC-62 melanoma; actives 5.4% (n = 81,000); AID 1794756
RPMI-8226: RPMI-8226 leukemia cells; actives 7.5% (n = 77,000); AID 1794781
A549/ATCC: A549/ATCC NSCLC; actives 3.7% (n = 81,000); AID 1794740
* marks the source's active call; other numbers are inactive results; x = no result given; & = joins results of further samples; ! = not active in a repeat. Rule for the calls: active = growth percent below 10; inactive = the rest. Outcome played no part in choosing rows; 12% or so of the library scored in one or more.

A first look:
#	canonical_smiles	HOP-92	M14	HOP-62	EKVX	CCRF-CEM	UACC-62	RPMI-8226	A549/ATCC
1	CC[C@H]1O[C@H](SC(NC(=O)c2ccccc2)=C(C#N)C#N)[C@H](C)[C@H](C)[C@H]1C	94	100	92	92	100	103	103	96
2	COc1ccc(-c2nsc3c2NC(=O)CC3c2cc3c(c(OC)c2OC)OCO3)cc1 (configuration not stated)	65	86	89	x	73	78	44	75
3	Nc1nc(Cl)c2ncn(C3OC(CO)C(O)C3O)c2n1 (configuration not stated)	x	108	99	96	94	99	105	101
4	COc1cc([C@@H]2c3cc4c(cc3C(Br)[C@H]3COC(=O)[C@H]23)OCO4)cc(OC)c1OC (some centres not stated)	x	-8.7*	-13*	22	-16*	14	-26*	-24*
5	CC(=O)O[C@H]1CC[C@]2(C)[C@H]3CC[C@@H]4[C@H]5[C@H](C)[C@]6(C)OC[C@]5(CC[C@@]4(C)[C@]3(C)CC[C@H]2C1(C)C)C[C@@H]6/C(C)=N\N	93	98	97	98	103	97	98	102
6	CCc1ccc(-c2ccc3c4c(cccc24)C(=O)N(c2nc4ccccc4s2)C3=O)cc1	81	97	100	112	104	94	100	106
7	CN(C)c1ccc(/C=C2/C=C(c3ccc(Cl)c(Cl)c3)OC2=O)cc1	92	95	97	94	83	92	88	99
8	CC/C(=N\Nc1nc2ccccc2n1C)c1ccccn1	29	-19*	x	6.6*	7.7*	-14*	10	2.9*
9	O=C(N/N=C/c1ccc(F)cc1)c1cnc2n(c1=O)CCCCC2	96	104	100	91	95	95	x	96
10	COc1ccc2nc3sc(C(=O)Nc4ccc(C(=O)/C=C/c5cc(OC)c(OC)c(OC)c5)cc4)cc3cc2c1	144	81	105	109	91	105	100	106
11	Nc1nccc(OCCO)n1	113	102	94	98	113	106	108	97
12	O=P(O)(O)OC1C(OP(=O)(O)O)C(OP(=O)(O)O)C(OP(=O)(O)O)C(OP(=O)(O)O)C1OP(=O)(O)O.[Cu+2] (configuration not stated)	106	102	114	126	101	80	101	64

The list itself, previewed entries included:
#	canonical_smiles	HOP-92	M14	HOP-62	EKVX	CCRF-CEM	UACC-62	RPMI-8226	A549/ATCC
1	CC[C@H]1O[C@H](SC(NC(=O)c2ccccc2)=C(C#N)C#N)[C@H](C)[C@H](C)[C@H]1C	94	100	92	92	100	103	103	96
2	COc1ccc(-c2nsc3c2NC(=O)CC3c2cc3c(c(OC)c2OC)OCO3)cc1 (configuration not stated)	65	86	89	x	73	78	44	75
3	Nc1nc(Cl)c2ncn(C3OC(CO)C(O)C3O)c2n1 (configuration not stated)	x	108	99	96	94	99	105	101
4	COc1cc([C@@H]2c3cc4c(cc3C(Br)[C@H]3COC(=O)[C@H]23)OCO4)cc(OC)c1OC (some centres not stated)	x	-8.7*	-13*	22	-16*	14	-26*	-24*
5	CC(=O)O[C@H]1CC[C@]2(C)[C@H]3CC[C@@H]4[C@H]5[C@H](C)[C@]6(C)OC[C@]5(CC[C@@]4(C)[C@]3(C)CC[C@H]2C1(C)C)C[C@@H]6/C(C)=N\N	93	98	97	98	103	97	98	102
6	CCc1ccc(-c2ccc3c4c(cccc24)C(=O)N(c2nc4ccccc4s2)C3=O)cc1	81	97	100	112	104	94	100	106
7	CN(C)c1ccc(/C=C2/C=C(c3ccc(Cl)c(Cl)c3)OC2=O)cc1	92	95	97	94	83	92	88	99
8	CC/C(=N\Nc1nc2ccccc2n1C)c1ccccn1	29	-19*	x	6.6*	7.7*	-14*	10	2.9*

The results go on.
#	canonical_smiles	HOP-92	M14	HOP-62	EKVX	CCRF-CEM	UACC-62	RPMI-8226	A549/ATCC
9	O=C(N/N=C/c1ccc(F)cc1)c1cnc2n(c1=O)CCCCC2	96	104	100	91	95	95	x	96
10	COc1ccc2nc3sc(C(=O)Nc4ccc(C(=O)/C=C/c5cc(OC)c(OC)c(OC)c5)cc4)cc3cc2c1	144	81	105	109	91	105	100	106
11	Nc1nccc(OCCO)n1	113	102	94	98	113	106	108	97
12	O=P(O)(O)OC1C(OP(=O)(O)O)C(OP(=O)(O)O)C(OP(=O)(O)O)C(OP(=O)(O)O)C1OP(=O)(O)O.[Cu+2] (configuration not stated)	106	102	114	126	101	80	101	64
13	COc1cccc(Cc2cc(-c3ccccc3)n[nH]c2=O)c1	74	108	94	85	x	80	83	91
14	CN(CCO)CC(O)Cn1cnc2c1c(=O)n(C)c(=O)n2C (configuration not stated) (tested in a mixture with another compound)	76	99	88	86	71	102	85	98
15	O=C(Nc1ccc(Br)cc1F)c1cc(-c2ccc(F)cc2F)ccc1O	26	x	92	74	83	47	64	102
16	CC1CN(CCCCO)CCN1 (configuration not stated)	97	93	85	92	90	84	96	134

The listing continues.
#	canonical_smiles	HOP-92	M14	HOP-62	EKVX	CCRF-CEM	UACC-62	RPMI-8226	A549/ATCC
17	CCC(CC)n1c(C)cc(=O)n1C(CC)CC	100	110	96	113	107	101	106	101
18	C=C[C@@H]1C[C@@H]2Cc3cc(Cl)ccc3N1O2	67	98	95	90	-61*	96	85	100
19	CC(=O)OCC(=O)[C@@]1(O)CC[C@H]2[C@@H]3CCC4=CC(=O)C=C[C@]4(C)[C@H]3[C@@H](O)C[C@@]21C	56	95	92	98	72	106	69	74
20	O=[N+]([O-])c1cccc2ncccc12	99	110	106	106	93	104	96	99
21	COc1ccc(C(=O)/C=C/c2ccc(C)cc2)cc1S(N)(=O)=O	41	71	78	81	24	61	36	44
22	CC(C)c1ccc(C(=O)CCCCl)cc1	117	102	99	x	x	110	91	x
23	COc1ccc(Cn2c(Br)c3c(c2-c2ccccc2)CCc2sc(NC(=O)c4ccc(OC)cc4)nc2-3)cc1	88	98	108	x	91	90	82	94
24	Cc1nc2sc(C(=O)Nc3cccc(Cl)c3)c(N)c2cc1C(=O)c1ccc(C(F)(F)F)cc1	86	87	67	91	85	78	94	84

Going on with the list.
#	canonical_smiles	HOP-92	M14	HOP-62	EKVX	CCRF-CEM	UACC-62	RPMI-8226	A549/ATCC
25	Cc1c(C(=O)/C=C/c2ccc3ccccc3c2)[n+]([O-])c2cc(F)ccc2[n+]1[O-]	x	107	96	92	106	98	99	104
26	CC(C)(C)c1ccc(N2CSC(=S)N(c3ccc(C(C)(C)C)cc3)C2)cc1	x	96	88	84	89	95	76	38
27	O=C(O)C(C(=O)O)C1CCCC1	101	105	110	112	104	105	x	100
28	CN(C)CCNc1cc(-c2ccccc2)nc2ccccc12	-69*	-20*	-65*	x	-9.1*	-76*	-8.2*	-54*
29	Nc1ccc2cccc(O)c2c1	86	x	98	90	x	x	76	104
30	CC(=O)OCc1cc(-c2nc3ccccc3[nH]c2=O)nn1-c1ccc(Cl)cc1	x	97	95	104	98	89	89	52
31	CCOc1c(C#N)nnc2c(C#N)c(NC(=O)c3ccccc3)nn12	89	99	97	94	102	101	111	95
32	CC(=O)Oc1ccccc1C(=O)Nc1ccc(C(=O)/C=C/c2ccc(C)cc2)cc1	103	105	108	98	108	99	110	110

Further entries follow:
#	canonical_smiles	HOP-92	M14	HOP-62	EKVX	CCRF-CEM	UACC-62	RPMI-8226	A549/ATCC
33	O=C(Cn1cc(C2(O)CCCCC2)nn1)Nc1nc2ccccc2s1	104	98	104	103	x	92	99	101
34	O=C(O)c1ccc(NC(=O)c2nc(-c3ccccc3)n(-c3ccccc3)n2)cc1	x	106	x	90	x	95	x	68
35	CC(CCC1CCCO1)OC(=O)CCCCCCCC(=O)OC(C)CCC1CCCO1 (configuration not stated)	103	106	97	100	86	98	101	105
36	Cc1ccc2cccc(OC(=O)Nc3ccc(C)c(NC(=O)Oc4cccc5ccc(C)nc45)c3)c2n1	x	105	112	x	x	103	98	105
37	O=c1[nH]c(=O)n(C(c2ccccc2)(c2ccccc2)c2ccccc2)cc1N(CCO)CCO	76	98	99	96	87	88	75	105
38	CC(C)NS(=O)(=O)c1cccc(-c2ccc3c(=O)n(CCCN)c4c(c3c2)C(=O)c2ccccc2-4)c1	105	115	92	100	88	108	102	102
39	Cc1ccc(C)c2c1sc1nc(N3CCOCC3)c(C#N)c(=N)n12	93	101	105	x	x	103	111	105
40	O=C(CCCCNC(=O)c1nc(-c2ccccc2)n(-c2ccccc2)n1)NO	x	67	x	81	x	38	x	84

(continued)
#	canonical_smiles	HOP-92	M14	HOP-62	EKVX	CCRF-CEM	UACC-62	RPMI-8226	A549/ATCC
41	O=C1CNC(c2ccccc2Cl)N1O (configuration not stated)	84	103	97	103	98	93	96	101
42	CC1(C)C(=O)/C(=C\c2ccncc2)C[C@]2(C)[C@H]3CC=C4[C@@H]5C[C@@](C)(C(=O)O)CC[C@]5(C)CC[C@@]4(C)[C@]3(C)CC[C@@H]12	94	96	85	95	87	93	77	84
43	COc1ccc(-c2nnc(COc3ccc(NS(=O)(=O)c4ccc(C)cc4)cc3F)o2)cc1	88	91	81	x	83	59	62	71
44	Cc1ccc(C2CC(c3cccc(Nc4ccncc4)c3)=NN2c2ccc(Cl)cc2)cc1 (configuration not stated)	-90*	-57*	-66*	-85*	-31*	-98*	-46*	-35*
45	CCC(C)CC(N)O (configuration not stated)	x	103	122	x	115	104	111	106
46	CC(=O)N1C(=O)CNC1=S	115	104	104	97	102	97	99	103
47	Cc1cc(C)c2c(c1)CC(C)(C)C(=O)OC2=O	91	97	113	98	91	112	95	91
48	O=C(/C=C/Nc1ccc(Cl)cc1)c1ccc2c(c1)Nc1ccccc1S2	14	50	-28*	56	81	32	62	43

Continued:
#	canonical_smiles	HOP-92	M14	HOP-62	EKVX	CCRF-CEM	UACC-62	RPMI-8226	A549/ATCC
49	COc1ccc2c(c1)N(CCO)C1=C(C(=O)OC1)C2c1cccc(F)c1 (configuration not stated)	57	-1.8*	37	39	9.4*	40	21	16
50	Cn1c(N)c(N)c(=O)[nH]c1=O	72	106	103	111	91	93	96	96
51	CCN(CC)c1ccc(/C=N\NC(=O)C(=O)N/N=C\c2ccc(N(CC)CC)cc2)cc1	112	98	105	117	114	x	110	108
52	COC1C(/C=C/C(C)=O)OC2OC(C)(C)OC21 (configuration not stated)	115	106	112	87	95	92	108	94
53	ON=C(C1CCCCC1)C1CCCCC1	86	109	100	98	100	92	105	96
54	CCOC(=O)/C(N=O)=C(/O)c1ccccc1	105	108	104	107	101	106	103	105
55	O=C(O)CN1CCSC1=NC(=O)c1ccc(Cl)cc1	93	103	97	109	93	98	101	115
56	CC1(NCc2ccc(Cl)cc2)COP(=O)(NCc2ccccc2)OC1 (configuration not stated)	94	111	101	116	117	97	106	106

Next records
#	canonical_smiles	HOP-92	M14	HOP-62	EKVX	CCRF-CEM	UACC-62	RPMI-8226	A549/ATCC
57	Cc1cc(C)n(CO)n1	89	95	93	96	108	96	106	102
58	CC(C)CCC[C@@H](C)[C@H]1CC[C@H]2[C@@H]3CC=C4c5sc(N(C)c6ccccc6)nc5CC[C@]4(C)[C@H]3CC[C@]12C	84	107	88	103	104	96	110	100
59	CCN(CC)CCNc1cc(-c2cccc(OC(F)(F)F)c2)nc2ccc(N3CCCC3)cc12	-7.8*!	-63*	3.4*!	43&59&74	2.3*	-24*	-34*!	3.7*!
60	C[C@H]1[C@H](C)CC[C@]2(C)CC[C@]3(C)C(=CC[C@@H]4[C@@]5(C)CC[C@H](O)C(C)(C)[C@@H]5CC[C@]43C)[C@H]12	91	95	90	94	99	87	100	76
61	COc1cc(-c2c(-c3ccccc3)noc2C(=O)Nc2ccc(Br)cc2)c(OC)c2c1OCO2	76	87	57	92	105	81	102	87
62	COc1cc(-c2nn3c(/C=C4/C(=O)Nc5ccccc54)c(-c4ccc(C)cc4)nc3s2)cc(OC)c1OC	x	43	79	x	67	58	45	30

Source: PubChem BioAssay
